Screening results from PubChem.
GPT2 inhibitor: inhibitors of human GPT2 alanine aminotransferase. Recombinant GPT2, coupled pyruvate oxidase/HRP Amplex Red fluorescence. Potency, µM (highest dose often 57.7 µM), for the others: at the highest dose activity change, negative = inhibition, usual class: inhibitors. Q8TD30. 0.25% of 100,000 active; further: potency means the concentration at half of the fitted maximal effect; nearly all actives have a fitted effect of over 60% in size; many of its hits are not listed in these tables
Target sequence (Q8TD30 whole entry, looked up): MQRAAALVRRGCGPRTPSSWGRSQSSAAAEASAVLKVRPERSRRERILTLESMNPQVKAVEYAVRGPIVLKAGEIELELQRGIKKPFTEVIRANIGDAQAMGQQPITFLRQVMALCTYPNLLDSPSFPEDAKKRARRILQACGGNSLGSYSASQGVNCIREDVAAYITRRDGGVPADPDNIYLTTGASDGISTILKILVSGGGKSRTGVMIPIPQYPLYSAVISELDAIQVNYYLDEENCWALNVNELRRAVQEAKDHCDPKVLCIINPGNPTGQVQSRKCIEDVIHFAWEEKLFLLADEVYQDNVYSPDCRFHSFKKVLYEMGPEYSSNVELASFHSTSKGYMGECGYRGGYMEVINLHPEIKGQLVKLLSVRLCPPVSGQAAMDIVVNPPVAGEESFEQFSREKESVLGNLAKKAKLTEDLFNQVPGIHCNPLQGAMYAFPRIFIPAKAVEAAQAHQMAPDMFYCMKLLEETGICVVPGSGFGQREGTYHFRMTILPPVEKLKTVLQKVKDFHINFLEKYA
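Fluorescence of coupled pyruvate oxidase/HRP/Amplex Red system (50uM Amplex, 30 min, dark) reports pyruvate formed by GPT2. Enzyme reaction: 10ng/uL GPT2, 2mM L-alanine, 250uM a-KG, 30 min room temperature, pH 7.5; 50uM AOA control.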
SNCA expr inhib: inhibitors of alpha-synuclein (SNCA) gene expression | HEK-293 SNCA-luciferase knock-in, luminescence, 24 h | Potency, µM (highest dose often 57.2 µM), without a hit: at the highest dose activity change, negative = inhibition, most hits filed as inhibitors | 0.17% of 140,000 active;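 further: potency means the concentration at half of the fitted maximal effect; plate controls were DMSO cells for no effect and cell-free wells for full effect; nearly all actives have a fitted effect of over 45% in size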
IP6K1 inh: inhibitors of human IP6K1. Q92551. IP6K1 kinase, ADP-Glo luminescence, 2 h; stronger effect = lower value. activity change, % (series mostly up to about 58 µM). 0.81% of 140,000 active. AID 1645851; in the data active means activity change below about -25%
Target sequence (Q92551 whole entry, looked up): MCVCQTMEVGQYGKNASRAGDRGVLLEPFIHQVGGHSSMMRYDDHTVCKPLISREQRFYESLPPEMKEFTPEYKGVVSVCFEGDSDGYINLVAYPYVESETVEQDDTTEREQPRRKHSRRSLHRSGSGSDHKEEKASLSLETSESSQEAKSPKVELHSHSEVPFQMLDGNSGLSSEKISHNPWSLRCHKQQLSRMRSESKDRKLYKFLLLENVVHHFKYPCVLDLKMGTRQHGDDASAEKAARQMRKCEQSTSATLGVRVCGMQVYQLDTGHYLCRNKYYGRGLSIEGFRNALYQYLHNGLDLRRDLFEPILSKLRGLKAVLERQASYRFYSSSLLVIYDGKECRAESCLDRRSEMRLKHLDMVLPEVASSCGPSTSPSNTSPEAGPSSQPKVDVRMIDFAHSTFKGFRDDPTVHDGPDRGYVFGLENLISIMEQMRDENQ
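ADP-Glo luminescence measures ADP made by human IP6K1 during a 2 h RT reaction with ATP/IP6 (mix at 1.3 mM/130 uM); top library doses 57.5 and 19.1 uM final.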
3T3 cytotox: cytotoxic compounds in NIH 3T3 cells; NIH 3T3 viability, CellTiter-Glo ATP luminescence, 48-72 h; 4.3% of 94,000 active; Potency, µM (titrated, usually from 96.7 µM), for inactives: at the top dose activity change, negative = cytotoxicity, most hits filed as inhibitors; further: potency means the concentration at half of the fitted maximal effect; nearly all actives have a fitted effect of over 55% in size
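Viability of NIH 3T3 cells after 48 or 72 hr compound treatment at 37 °C was assessed by CellTiter-Glo, with luminescence imaged following a 10 min room-temperature step.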
HEK293 tox: kills HEK 293 cells | HEK 293 viability, ATP luminescence (CellTiter-Glo), 48-72 h | Potency, µM (top dose mostly 115 µM), inactives show at the top dose activity change, negative = cytotoxicity, actives largely listed as inhibitors | 6.6% of 94,000 active; further: potency means the concentration at half of the fitted maximal effect; nearly all actives have a fitted effect of over 60% in size
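Cytotoxicity was scored by loss of ATP-coupled luminescence (CellTiter-Glo) in HEK 293 cells. Compound treatment ran 48 or 72 hr at 37 degree Celsius, 5% CO2, 95% humidity.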
FLuc inh: blocks purified firefly luciferase enzyme activity; P08659; purified P. pyralis luciferase, luminescence, biochemical; AID 1347043; Potency, µM (doses to about 115 µM), without a hit: at the highest dose activity change, negative = inhibition, most hits filed as inhibitors; 2.5% of 76,000 active; further: potency means the concentration at half of the fitted maximal effect; nearly all actives have a fitted effect of over 65% in size
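Luminescence read by CCD imager after adding enzyme (10nM final) to wells holding compound, titrated in qHTS. Substrates 10uM each D-luciferin and ATP; buffer 50mM Tris acetate pH 7.5, 10mM Mg acetate, Tween-20, BSA.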
SNCA viab count: reduces viability of HEK-293 SNCA reporter cells. 0.12% of 150,000 active. HEK-293-SNCA-luc viability, GF-AFC fluorescence, 24 h. Potency, µM (series often up to 57.1 µM), for inactives: at the highest dose activity change, negative = cytotoxicity, most hits filed as cytotoxic;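 further: potency means the concentration at half of the fitted maximal effect; 0% = DMSO-treated cells and -100% = medium-only wells without cells; nearly all actives have a fitted effect of over 30% in size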
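Cytotoxicity counterscreen: after 24 h compound treatment of genome-edited SNCA-luciferase HEK-293 cells, live-cell protease substrate GF-AFC read by fluorescence after 30 min; activity scaled between DMSO (0%) and medium-only (-100%), curves Hill-fitted.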
An asterisk follows results filed as active; i = inactive; ? = inconclusive; · = not tested or not shown; & = joins results of further samples; [ ] = remark or other dose. Unless noted, the call rests on the fitted dose curve; in most records, active means well fitted curve in the direction sought with a large enough effect; inconclusive means small, poorly fitted or top-dose-only effect, or another doubt; inactive means no such curve, though single readings can be large; an effect the other way counts as inactive or inconclusive. Unless noted, on the % scale 0 is the no-effect control and ±100 the full control effect. Not all compounds are listed; rates above refer to the full screens.

1. COc1ccccc1-n1c(=O)c(C(=O)N2CCN(C(=O)c3ccccc3)CC2)nc2cccnc21
2. CC(C)CCO[C@H]1COCCN(C2CCN(C)CC2)C1
3. COc1ccccc1Nc1nn2c(=O)c3ccc(C(=O)NCCc4ccccc4)cc3nc2s1
4. COc1ccccc1N1CCN(C(=O)Cn2c(C)cc3nc4n(c(=O)c32)CCCCC4)CC1
5. CC1=C[C@@H](CO)[C@H](C(C)C)C[C@H]1Cc1nnc(-c2ccc(N(C)C)cc2)o1

screen / no.	1	2	3	4	5
GPT2 inhibitor	i	2%[88.5 µM]	·	0%	i
SNCA expr inhib	-6%	-25%[87.6 µM]	?	-15%	-3%[87.6 µM]
IP6K1 inh	-4	-3	-7	-5	22
3T3 cytotox	-7%	-2%[230 µM]	·	28µM*	89µM*
HEK293 tox	-1%	-26%[230 µM]	·	?	?
FLuc inh	·	-5%[230 µM]	·	4%	?
SNCA viab count	16%	3%[87.6 µM]	?	-15%	-23%[87.6 µM]

6. CC(=O)N1CCC2(CC1)N(CC1CC1)C(=O)CS2=O (stereo unspecified)
7. NC1CCCCN(C(=O)c2ccc3n[nH]nc3c2)C1 (stereo unspecified)
8. O=C(CCC1CCCC1)NCCC1CCN(C(=O)Nc2cc(F)ccc2F)CC1
9. CC(=O)c1c(C)nn(C(C)CC(=O)NCc2cc3n(n2)CCNC3)c1C (stereo unspecified)
10. CCn1c(SC)nc2c([nH]c3ccccc32)c1=O

screen / no.	6	7	8	9	10
GPT2 inhibitor	3%	i	-1%	i	·
SNCA expr inhib	-2%	-10%	-17%	-1%	-15%
IP6K1 inh	-7	13	-7	4	3
3T3 cytotox	i	-6%	-12%	0%	·
HEK293 tox	1%	-11%	-18%	0%	·
FLuc inh	-3%	-6%	-5%	5%	·
SNCA viab count	-1%	6%	4%	2%	-1%

11. COc1ccc(-c2nc(C)nc3c2CCN(C(=O)c2ccccc2F)CC3)cc1
12. CC(Cn1ccnc1-c1cc2n(n1)CCCNC2)N1CCN(C)CC1 (stereo unspecified)
13. Cn1c2c(c(=O)n(C)c1=O)C(c1ccccc1C(F)(F)F)CC(=O)N2 (stereo unspecified)
14. CC1CCC2(C(=O)O)CCC3(C)C(=CCC4C5(C)CCC(OC(=O)/C=C/c6ccccc6)C(C)(C)C5CCC43C)C2C1C (stereo unspecified)
15. CCN(Cc1noc(CC(C)C)n1)C(=O)c1ccc(C2CCCNC2)cc1 (stereo unspecified)

screen / no.	11	12	13	14	15
GPT2 inhibitor	i	-11%[11.5 µM]	·	5%[17.1 µM]	i
SNCA expr inhib	3%	-12%	-30%	·	2%
IP6K1 inh	2	53	28	-7	37
3T3 cytotox	?	4%	·	·	-16%
HEK293 tox	-30%	i	·	·	-32%
FLuc inh	-5%	2%	·	·	7%
SNCA viab count	-20%	-13%	-17%	7%[23.9 µM]	-10%

By substructure, those above with fluorine
8. O=C(CCC1CCCC1)NCCC1CCN(C(=O)Nc2cc(F)ccc2F)CC1
11. COc1ccc(-c2nc(C)nc3c2CCN(C(=O)c2ccccc2F)CC3)cc1
13. Cn1c2c(c(=O)n(C)c1=O)C(c1ccccc1C(F)(F)F)CC(=O)N2 (stereo unspecified)

screen / no.	8	11	13
GPT2 inhibitor	-1%	i	·
SNCA expr inhib	-17%	3%	-30%
IP6K1 inh	-7	2	28
3T3 cytotox	-12%	?	·
HEK293 tox	-18%	-30%	·
FLuc inh	-5%	-5%	·
SNCA viab count	4%	-20%	-17%

(list continues)
16. COC(=O)N1CCN(C(=O)c2nc3cccnc3n(CCc3ccccc3)c2=O)CC1
17. CCn1nc(C)c(C(=O)NC(C)c2cnc(-c3ccncc3)nc2C)c1C (stereo unspecified)
18. Cc1ccc(CCNC(=O)CCS(=O)(=O)c2ccc3c(c2)oc(=O)n3C)cc1
19. CCn1c(C(=O)N2CCCC(C(=O)N3CCN(c4cc(C)ccc4C)CC3)C2)cc2sccc21 (stereo unspecified)
20. CC(C)C1CN(C(=O)c2ccccc2-c2ncc[nH]2)CCC(=O)N1CC1CC1 (stereo unspecified)

screen / no.	16	17	18	19	20
GPT2 inhibitor	-3%	-7%	·	·	3%
SNCA expr inhib	-1%	-5%	38%[activator]	3%	-6%
IP6K1 inh	9	4	28	-4	7
3T3 cytotox	-18%	-26%	·	·	i
HEK293 tox	-4%	?	·	·	-9%
FLuc inh	·	10%	·	·	6%
SNCA viab count	-3%	-5%	10%	26%	-3%

21. O=C(NC1CCN(c2cc(-c3ccc(Cl)cc3)[nH]n2)C1)c1ccc(Br)o1 (stereo unspecified)
22. O=c1c2nc(-c3ccccc3C(F)(F)F)ccc2ncn1C1CC1
23. O=C(c1ccc(-c2cncnc2)cc1)N1CCC(N[S+](=O)([O-])c2ccccc2)CC1
24. N#Cc1ccccc1Cn1c(SCC(=O)NCc2ccccc2)nc2ccccc21
25. Cc1cncc(C(=O)N2C[C@@H](COc3ccccc3)[C@H](C(N)=O)C2)c1

screen / no.	21	22	23	24	25
GPT2 inhibitor	?	2%[88.5 µM]	i	·	-7%
SNCA expr inhib	-3%	8%[87.6 µM]	-9%	-12%	8%
IP6K1 inh	0	8	-11	30	13
3T3 cytotox	?	?	-16%	·	2%
HEK293 tox	35µM*	-2%[172 µM]	-13%	·	4%
FLuc inh	1%	-9%[172 µM]	·	·	4%
SNCA viab count	-26%	2%[87.6 µM]	0%[12.5 µM]	-17%	-3%

26. COc1ccc(NC(=O)CSc2ccc3nc(-c4ccccc4)cn3n2)cc1OC
27. CNC(=O)c1cc[nH]c1C1CCCN(C(=O)c2cc(C3CC3)[nH]n2)C1 (stereo unspecified)
28. CN1C[C@H](O)[C@]2(CCN(Cc3ccc(OC(F)(F)F)cc3)C2)S1(=O)=O
29. COc1ccc2c(c1)c1c(c(=O)n(Cc3ccccc3)c(=O)n1Cc1ccccc1Cl)n2C
30. COCCOC1CCN(C(=O)c2ccc3[nH]ccc3c2)CC1

screen / no.	26	27	28	29	30
GPT2 inhibitor	·	i	·	·	i
SNCA expr inhib	71%[activator]	?	·	3.2µM*	41%[activator]
IP6K1 inh	-2	1	-13	-2	26
3T3 cytotox	·	-8%	-27%	·	3%
HEK293 tox	·	-3%	?	·	?
FLuc inh	·	-9%	·	·	?
SNCA viab count	-2%	-4%[12.5 µM]	·	-1%	-1%[12.5 µM]

31. COc1ccc(-c2nc(C(C)C)nc3c2CCN(C(=O)C2CC2)CC3)cc1
32. O=C(/C=C/c1ccco1)Nc1ccc(F)cc1
33. COCCN1CCCCCC(O)c2cc(C(=O)Nc3ccc(C)cc3)ccc21 (stereo unspecified)
34. CC(C)CC(=O)NC1CCN(c2cn[nH]c(=O)c2)CC1
35. O=C(c1ccc(F)c(F)c1)N1CCC(n2cnnc2C2CC2)CC1

screen / no.	31	32	33	34	35
GPT2 inhibitor	i	·	-17%	-11%	i
SNCA expr inhib	15%	81%[activator]	15%	30%	-13%
IP6K1 inh	11	-12	-2	-1	-2
3T3 cytotox	-19%	·	-22%	-4%	-11%
HEK293 tox	-9%	·	?	-13%	7%
FLuc inh	-5%	·	?	-10%	11%
SNCA viab count	-6%	2%	-5%	?	7%

36. COc1ccc(-c2cc3nc(C4CCN(C(=O)OC(C)(C)C)CC4)c(C(=O)Nc4cc(C)cc(C)c4)cn3n2)cc1
37. CCNC(=O)[C@@H]1C[C@H](NC(C)=O)CN1C1CCN(c2ccc(C)cc2)CC1
38. CN1C(=O)c2ccccc2Sc2ccc(NC(=O)Nc3ccccc3F)cc21
39. CNC(=O)c1cc(C)nc2onc(C3CCCN3C(=O)c3ccc(F)cc3)c12 (stereo unspecified)
40. Cc1c(-c2ccccc2)[nH]c2c(CNC(=O)CCn3cnnn3)cc(Cl)cc12

screen / no.	36	37	38	39	40
GPT2 inhibitor	·	i	·	·	-6%
SNCA expr inhib	-13%	6%	26%	·	11%
IP6K1 inh	-10	-15	5	-6	-14
3T3 cytotox	·	-23%	·	-29%	?
HEK293 tox	·	-15%	·	-8%	?
FLuc inh	·	-7%	·	·	?
SNCA viab count	-8%	2%	0%	·	-3%

Whole records, looked up by structure. Values in the order: GPT2 inhibitor | SNCA expr inhib | IP6K1 inh | 3T3 cytotox | HEK293 tox | FLuc inh | SNCA viab count
Cc1c(-c2ccccc2)[nH]c2c(CNC(=O)CCn3cnnn3)cc(Cl)cc12 is listed with -6% | 11% | -14 | ? | ? | ? | -3%
CCNC(=O)[C@@H]1C[C@H](NC(C)=O)CN1C1CCN(c2ccc(C)cc2)CC1 is listed with i | 6% | -15 | -23% | -15% | -7% | 2%

Carrying on:
41. CC1=C(c2ccc(C)c(C)c2)S(=O)(=O)N=C1N1CCC(C(=O)NC(C)c2ccccc2)CC1 (stereo unspecified)
42. Cc1ccc(C(=O)N2CCN(c3nnc4ccccn34)CC2)cc1
43. COC(=O)Nc1ccc(-c2nc(N3CCOCC3)c3cnn(C4CCN(C(=O)OC)CC4)c3n2)cc1
44. O=C1CCCC2=C1C(c1[nH]ncc1Cl)N=C(Nc1nc3ccccc3o1)N2 (stereo unspecified)
45. N#Cc1cnc2c(Cl)cc(NCc3cn(CCN4CCCCCC4)nn3)cc2c1Nc1ccc(F)c(Cl)c1
46. Cc1cccc(S(=O)(=O)Nc2cccc(-c3ccc(N4CCCCC4)nn3)c2)c1
47. COc1ccc(-c2c(C)c3ccc(O)c(CN4CCCC4)c3oc2=O)cc1

screen / no.	41	42	43	44	45	46	47
GPT2 inhibitor	·	-1%	-7%	4%	i	·	·
SNCA expr inhib	-22%	-8%	?	16%	·	92%[activator]	47%[activator]
IP6K1 inh	-7	18	·	-8	-12	-7	16
3T3 cytotox	·	5%	·	·	·	·	·
HEK293 tox	·	i	·	·	·	·	·
FLuc inh	·	-6%	·	·	·	·	·
SNCA viab count	-6%	7%	?	-16%&-20%	-3%	-23%	?

Only SNCA viab count and GPT2 inhibitor, for 2 of the compounds above:
nr | canonical_smiles | SNCA viab count | GPT2 inhibitor
43 | COC(=O)Nc1ccc(-c2nc(N3CCOCC3)c3cnn(C4CCN(C(=O)OC)CC4)c3n2)cc1 | ? | -7%
44 | O=C1CCCC2=C1C(c1[nH]ncc1Cl)N=C(Nc1nc3ccccc3o1)N2 (stereo unspecified) | -16%&-20% | 4%
